KOR beta-arrestin-1 – KOR agonists, beta-arrestin recruitment, primary screen, cell-based, luminescence, uHTS (AID 1777); KOR beta-arrestin recruitment, luminescence; higher % means a stronger effect; activation, % at 10 µM; hits with a dose series show EC50 in µM; actives 0.02% (n = 280,000); in the data active means activation above about 50%, passing the limit was not always enough; further: a part of the inactive calls stands beside numbers as strong as those of hits
GPR35 arrestin U2OS – inhibition of zaprinast-stimulated GPR35 beta-arrestin translocation – imaging, U2OS, beta-arrestin-GFP, zaprinast agonist, primary screen (AID 2058); inhibition, % at 10 µM; hits with a dose series show IC50 in µM; U2OS GPR35 beta-arrestin-GFP translocation imaging, zaprinast antagonism; higher % means a stronger effect; actives 0.052% (n = 290,000);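 active means inhibition of at least 50% with at least 30 cells and total cytoplasm GFP at most 10,000,000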
GPR55 antagonists – GPR55 antagonists blocking LPI-driven arrestin recruitment, primary screen, imaging, U2OS, beta-arrestin-GFP, LPI agonist (AID 2013). inhibition, % at 10 µM; hits with a dose series show IC50 in µM. U2OS GPR55 beta-arrestin-GFP translocation imaging, LPI antagonism; higher % means a stronger effect. actives 0.13% (n = 290,000);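 active means spots per cell inhibited over 60%, with over 100 cells counted and total cytoplasm intensity under 500,000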;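 further: U2OS cells stably carrying GPR55 and arrestin-GFP stimulated by 5 µM LPI near EC80; imaged beta-arrestin-GFP aggregate spots per cell after agonist stimulation; plate controls were LPI-stimulated DMSO wells for no effect and DMSO wells without LPI for full effect; some results filed as inactive read as strong as hits; confirmed hits need IC50 under 10 µM and bright autofluorescent wells are also inconclusive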
Myeloid diff MLP – promotes myeloid progenitor differentiation; ER-HoxA9 myeloid progenitors, lysozyme-GFP differentiation, flow cytometry; calls only at 10 µM; actives 1% (n = 360,000); AID 624256;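 active means normalized GFP-positive differentiation at or above the plate's own cutoff, the solvent-only control mean plus 3 SD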;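 further: cells exposed to compound for four days before flow analysis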
KOR beta-arrestin-2 – kappa opioid receptor blockers – cell-based, luminescence, uHTS (AID 1778). actives 0.091% (n = 290,000). inhibition, % at 10 µM; hits with a dose series show IC50 in µM. KOR beta-arrestin recruitment, luminescence, antagonist mode; higher % means a stronger effect; further: strong numbers were not always called active
NOD1 NF-kB reporter – inhibition of NOD1-driven NF-kB reporter – cell-based, luminescence, uHTS, primary screen (AID 1578). inhibition, % at 4 µM, or EC50 in µM where a hit was titrated. NOD1-driven NF-kB luciferase reporter cells, luminescence; higher % means a stronger effect. actives 1% (n = 290,000); in the data active means inhibition mostly above about 36%, no sharp cut-off; inactive means mostly below about 34%;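 further: HEK-293T reporter cells stimulated with the NOD1 agonist gamma-tri-DAP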
GPR55 beta-arrestin – selective activators of receptor GPR55 – imaging, U2OS cells, beta-arrestin-GFP redistribution, primary screen (AID 1961) | activation, % at 10 µM; hits with a dose series show EC50 in µM | U2OS GPR55 beta-arrestin-GFP redistribution imaging; higher % means a stronger effect | actives 0.048% (n = 290,000);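 active means activation above 40% with more than 50 cells counted in the well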;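 further: U2OS osteosarcoma cells stably expressing GPR55 and beta-arrestin-GFP; plate controls were DMSO negative control for no effect and LPI positive control for full effect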
HIV fusion peptide – inhibitors of HIV fusion peptide binding, primary screen, biochemical, uHTS, fluorescence dequenching (AID 1986) | inhibition, % at 20 µM; hits with a dose series show IC50 in µM | cell-free peptide binding, fluorescence dequenching, 30 min; higher % means a stronger effect | actives 0.3% (n = 290,000); in the data active means inhibition mostly above about 52%, no sharp cut-off; inactive means mostly below about 76%; further: some results filed as inactive read as strong as hits
NOD2 inhibition – NOD2 signaling inhibitors, cell-based, luminescence, uHTS, HEK293 (AID 1566); HEK293 NOD2/NF-kB luciferase reporter, luminescence; higher % means a stronger effect; inhibition, % at 4 µM, or EC50 in µM where a hit was titrated; actives 0.63% (n = 290,000); further: many of its hits are not listed in these tables
Myeloid diff MLP GFP+ MAC1+ % – further read-out of Myeloid diff MLP, marked with its call; GFP+ MAC1+ double positive, %; measured here: differentiation confirmed by MAC1 staining
* = called active by the depositor; i = inactive; nt = not tested or not shown; [ ] = another dose, or the depositor's remark. Unless noted, no stated cut-off is given here; in the data, active means inhibition above about 50%; inactive means the rest. Some of the compounds tested; the hit share may differ from the screen's.

SMILES | KOR beta-arrestin-1 | GPR35 arrestin U2OS | GPR55 antagonists | Myeloid diff MLP | Myeloid diff MLP GFP+ MAC1+ % | KOR beta-arrestin-2 | NOD1 NF-kB reporter | GPR55 beta-arrestin | HIV fusion peptide | NOD2 inhibition
CCN(CC(=O)NCc1cccs1)c1ccc(S(=O)(=O)N2CCCC2)cn1 | -3.3% | 10% | 18% | i | 0.7 | 16% | -8% | -0.2% | -2.1% | -1%
COc1ccc(N(C(=O)c2ccccc2OC(C)=O)C(C)C2CC2)cc1 (stereo unspecified) | -3.3% | 1% | -7% | i | 0.9 | 10% | -15% | 0.3% | 1.2% | -4%
O=c1cc(NCCCO)c2ccccc2o1 | 40% | -17% | 10% | i | 0.8 | 22% | 2% | 0.4% | 1.7% | -1%
O=C(O)CCCCCn1c(SCc2cc(=O)n3ccccc3n2)nc2ccsc2c1=O | 0.2% | -5% | -1% | i | 0.4 | -38% | 6% | -0.1% | 0.9% | 12%
O=C(CSc1ccccc1Cl)N1CCOCC1 | -1.1% | -4% | 2% | i | 0.3 | 3% | -7% | 0.0% | 1.2% | -28%
O=C(COC(=O)c1ccc(Br)o1)NCC1CCCO1 (stereo unspecified) | -3.1% | -12% | -2% | i | 14 | 14% | -2% | 0.0% | 0.1% | 9%
COc1cc(/C=N/NC(=O)C2C3CCCCC32C)cc(Br)c1O (stereo unspecified) | 0.3% | -2% | 5% | i | 1.1 | 18% | 6% | -0.3% | 12% | 3%
CC(C)n1cnc2c(Nc3cccc(F)c3)nc(NCCO)nc21 | nt | 8% | -18% | i | 3.1 | 5% | -5% | -0.1% | -1.4% | 6%
Cn1nccc1C(=O)c1ccc(Cl)cc1 | 8.3% | -3% | -6% | i | 1.8 | 44% | 24% | -0.2% | -4.7% | -7%
CSc1nc(N)c2c(n1)OC(N)=C(C#N)C2c1cccnc1 (stereo unspecified) | -2.3% | -16% | -2% | i | 0.1 | -14% | -35% | -0.1% | -0.7% | 9%
COc1ccc(OC)c(NC(=O)CSc2nc3cccnc3n2C)c1 | -0.8% | 4% | 0% | i | 0.4 | 27% | -15% | 0.5% | 0.6% | 9%
CCCc1c(C)c2cc(C)ccc2[nH]c1=O | -4.8% | 2% | -1% | i | 0.6 | 12% | -4% | 0.0% | -1.9% | 1%
Cc1ccc(S(=O)(=O)C2CCOC2=O)cc1 (stereo unspecified) | -0.2% | -4% | -3% | i | 0.7 | -15% | 6% | 0.4% | -2.1% | 13%
C=C(Cl)COc1ccc2c(CCC)cc(=O)oc2c1 | 2.6% | 0% | -5% | i | 0.7 | -12% | -20% | -0.1% | -0.6% | -7%
CN(CC(=O)Nc1ccc(S(=O)(=O)N2CCCC2)cc1)Cc1ccc(Cl)cc1Cl | 19% | -5% | -2% | i | 0.5 | -4% | -3% | -0.4% | 0.3% | -15%
O=C(OCc1nc2ccccc2s1)[C@@H]1CCCN1S(=O)(=O)c1ccccc1F | -1.9% | 0% | 8% | i | 1.5 | 3% | -5% | 0.0% | -1.2% | 13%
Cc1nnc(SCC(=O)NC(C)(C)C)n1NCc1ccc(N(C)C)cc1 | -1.2% | -10% | 4% | i | 0.4 | -34%[20 µM] | -27% | -0.4% | -1.7% | 9%
O=C(Nc1ccc(Cl)cc1)Nc1ccc(N2CCCC2)c(S(=O)(=O)Nc2ccccc2Cl)c1 | 6.0% | -10% | 6% | i | 0.3 | 34% | 48% | 0.2% | 1.8% | -16%
CCOC(=O)Cn1c(C(C)=O)nc2ccccc21 | -0.4% | -4% | -2% | i | 2.7 | 11% | -19% | 0.0% | 0.0% | 15%
CCOc1ccc2nc3sc(C(=O)N4CCOCC4)c(N)c3cc2c1 | nt | 10% | -1% | i | 0.3 | -3%[20 µM] | -50% | -0.1% | 1.9% | -21%

Whole records, quoted from the list. Order of values: KOR beta-arrestin-1 | GPR35 arrestin U2OS | GPR55 antagonists | Myeloid diff MLP | Myeloid diff MLP GFP+ MAC1+ % | KOR beta-arrestin-2 | NOD1 NF-kB reporter | GPR55 beta-arrestin | HIV fusion peptide | NOD2 inhibition
CCCc1c(C)c2cc(C)ccc2[nH]c1=O in the list: -4.8% | 2% | -1% | i | 0.6 | 12% | -4% | 0.0% | -1.9% | 1%
COc1ccc(OC)c(NC(=O)CSc2nc3cccnc3n2C)c1 in the list: -0.8% | 4% | 0% | i | 0.4 | 27% | -15% | 0.5% | 0.6% | 9%
Cc1ccc(S(=O)(=O)C2CCOC2=O)cc1 (stereo unspecified) in the list: -0.2% | -4% | -3% | i | 0.7 | -15% | 6% | 0.4% | -2.1% | 13%
O=C(OCc1nc2ccccc2s1)[C@@H]1CCCN1S(=O)(=O)c1ccccc1F in the list: -1.9% | 0% | 8% | i | 1.5 | 3% | -5% | 0.0% | -1.2% | 13%

Next compounds follow.
SMILES | KOR beta-arrestin-1 | GPR35 arrestin U2OS | GPR55 antagonists | Myeloid diff MLP | Myeloid diff MLP GFP+ MAC1+ % | KOR beta-arrestin-2 | NOD1 NF-kB reporter | GPR55 beta-arrestin | HIV fusion peptide | NOD2 inhibition
COc1ccc(/C=N\NC(=O)c2ccccc2OC)cc1COc1ccccc1C | 1.2% | 0% | 10% | i | 3.3 | -36% | 18% | -0.1% | 2.2% | -45%
CC(=O)c1cccc(NC(=O)CCC2CCCC2)c1 | 1.7% | -7% | 8% | i | 1.3 | -7% | 4% | 0.0% | 0.3% | -8%
CC(Sc1nnc(-c2ccc(Cl)cc2)n1C)C(N)=O (stereo unspecified) | 20% | 2% | 1% | i | 1.3 | 4% | 2% | -0.3% | -3.1% | 19%
Cc1cccc(C)c1OCCCCN1CCCCC1 | 5.9% | -1% | 1% | i | 1.2 | -40%[20 µM] | -12% | 0.1% | 1.7% | -1%
C=CCNc1ncnc2c1cnn2-c1ccc(OC)cc1 | -1.1% | -6% | 2% | i | 2.3 | -18% | -57% | 0.5% | 0.9% | -103%
Cc1cc(C)nc(N/N=C/c2cccc([N+](=O)[O-])c2)n1 | -0.9% | -1% | 8% | i | 0.7 | 5% | -7% | 2.4% | 0.0% | -19%
CCOCC(=O)Nc1cccc(OC)c1 | 8.3% | 1% | 1% | i | 0.9 | 12% | -11% | -0.2% | 0.5% | 9%
CCSc1nc2n(n1)C(c1cccc(F)c1)C1=C(CCCC1=O)N2 (stereo unspecified) | 9.3% | -9% | 16% | i | 1.3 | 9% | -20% | -0.2% | 21% | 8%
CCCCNC(=O)Nc1ccccc1CC | 3.7% | 3% | 14% | i | 0.8 | 13% | 0% | -0.1% | -0.3% | 11%
Cc1c(C(=O)NCC2CCCO2)sc2nc(-c3ccc(F)cc3)cn12 (stereo unspecified) | -0.7% | -9% | -8% | i | 3.6 | 30% | -48% | -0.1% | -1.3% | -16%
Cc1cccc(CCN(CC(=O)NCc2ccc(F)cc2)C(=O)c2csnn2)c1 | 2.6% | 22% | -2% | i | 1.4 | -38% | -25% | -0.4% | 0.6% | 0%
COC(=O)C(C)Sc1ccc2nnc(CCNS(=O)(=O)c3ccccc3)n2n1 (stereo unspecified) | -5.0% | 0% | 6% | i | 0.1 | -21% | 10% | -0.3% | -2.9% | 9%
COC(=O)C(C(C)C)N1CCc2c(C)nc3c(C#N)cnn3c21 (stereo unspecified) | -1.2% | 10% | 10% | i | 1.2 | -39%[20 µM] | -15% | -0.1% | 0.2% | -20%
C=C(C)COc1ccc(-c2ncncc2Oc2ccc(OC)cc2)c(O)c1 | -3.0% | 9% | 2% | i | 0.6 | -8% | -8% | 0.0% | -2.0% | 11%
CCN1CCN(C(c2cccs2)C(C)NC(=O)c2ccco2)CC1 (stereo unspecified) | -5.2% | -5% | -16% | i | 0.9 | 5% | 6% | -0.1% | -1.1% | 24%
Cc1cc(N2CCN(C)CC2)nc2ccc(NC(=S)NCCCN3CCN(C)CC3)cc12 | 3.7% | 4% | 7% | i | 0.1 | -2% | -16% | -0.3% | 0.1% | 17%
CCCOc1ccc(N2C(=O)CC(SC(=NC)Nc3ccc(F)cc3)C2=O)cc1 (stereo unspecified) | 1.5% | -7% | 11% | i | 0.1 | 20% | -58% | -0.1% | -0.5% | 26%
O=C(O)CSCC(=O)N(c1ccccc1)c1ccccc1 | -1.3% | 14% | -1% | i | 0.2 | -2% | -14% | -0.1% | -0.9% | 11%
O=C(NCCCN1CCCC1=O)c1ccc2c(c1)NC(=O)C(N1CCOCC1)S2 (stereo unspecified) | 1.2% | 11% | 5% | i | 2.7 | 20% | -12% | -0.2% | 2.3% | -10%
COc1cc(OC)cc(C(=O)Nc2ccc(-c3nc4ccccc4o3)cc2)c1 | 1.4% | 24% | -12% | i | 0.5 | -106% | -25% | -0.1% | 0.9% | 25%

Look-ups from above.
`O=C(NCCCN1CCCC1=O)c1ccc2c(c1)NC(=O)C(N1CCOCC1)S2` (stereo unspecified) @ KOR beta-arrestin-2 = 20%
`Cc1cc(N2CCN(C)CC2)nc2ccc(NC(=S)NCCCN3CCN(C)CC3)cc12` @ KOR beta-arrestin-1 = 3.7%
`COC(=O)C(C(C)C)N1CCc2c(C)nc3c(C#N)cnn3c21` (stereo unspecified) @ GPR55 antagonists = 10%
`CCCOc1ccc(N2C(=O)CC(SC(=NC)Nc3ccc(F)cc3)C2=O)cc1` (stereo unspecified) @ KOR beta-arrestin-2 = 20%
`C=C(C)COc1ccc(-c2ncncc2Oc2ccc(OC)cc2)c(O)c1` @ HIV fusion peptide = -2.0%
`COC(=O)C(C)Sc1ccc2nnc(CCNS(=O)(=O)c3ccccc3)n2n1` (stereo unspecified) @ Myeloid diff MLP GFP+ MAC1+ % = 0.1

The results go on.
SMILES | KOR beta-arrestin-1 | GPR35 arrestin U2OS | GPR55 antagonists | Myeloid diff MLP | Myeloid diff MLP GFP+ MAC1+ % | KOR beta-arrestin-2 | NOD1 NF-kB reporter | GPR55 beta-arrestin | HIV fusion peptide | NOD2 inhibition
O=C(CCCCCn1c(=O)[nH]c2ccsc2c1=O)N1CCN(C2CCCCC2)CC1 | 3.4% | 3% | 27% | i | 1.5 | -30% | 19% | -0.2% | -2.5% | 10%
CN(CC(=O)Nc1cccc(F)c1)C(=O)CSc1ccccc1F | 1.5% | -1% | 9% | i | 0.8 | 1% | -15% | 0.0% | 2.5% | 16%
CN(C)CCCOC(=O)C1c2ccccc2Oc2ccccc21 | -0.5% | -3% | 9% | i | 0.7 | 26% | -17% | -0.4% | 2.1% | -1%
CC(C)(C)CC(=O)NCCCN1CCOCC1 | -2.6% | 2% | 9% | i | 0.9 | 20% | -26% | 0.9% | 0.9% | 21%
CCOC(=O)c1c(-c2ccccc2)oc2ccc(O)c(CN3CCN(C)CC3)c12 | -0.8% | 12% | 6.8µM* | i | 2.1 | -1% | 4% | -0.2% | -2.0% | 1%
CCOC(=O)C1=C(c2ccccc2)NC(=S)NC1C (stereo unspecified) | 2.9% | 5% | 1% | i | 0.7 | -31% | -3% | 0.0% | -1.3% | 15%
